VLA-4 inh: inhibition in a human VLA-4 binding assay; VLA-4 expressing cells, ligand binding flow cytometry; hit rate 0.2% among 330,000; P13612; AID 2557; inhibition, % (about 7 µM as worked out from the volumes in the protocol); in the data active = inhibition above about 50%
CIT2-GFP yeast: modulators of TOR pathway CIT2-GFP in S. cerevisiae. AID 2029. hit rate 0.065% among 320,000. S. cerevisiae CIT2-GFP strain, flow cytometry, 3 h; 100 means same as DMSO wells. GFP response vs DMSO, % at 10 µM;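 active = GFP response relative to DMSO above a set limit, near the screen mean plus 3 SD, cut at about 150% in these data; inconclusive = Fewer than 70 cells measured for a yeast strain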;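 also: ratio of well median GFP fluorescence to mean of DMSO wells on the plate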
RPL19A TOR yeast: yeast TOR pathway RPL19A-GFP modulation; S. cerevisiae RPL19A-GFP strain, flow cytometry, 3 h; stronger effect = lower value; percent response vs DMSO, % at 10 µM; hit rate 0.3% among 330,000;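 active = percent response vs DMSO below 50%; inconclusive = fewer than 70 events counted for the yeast strain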;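 also: median channel GFP fluorescence of the barcoded RPL19A-GFP strain; ratio of sample median GFP to plate DMSO average so 100% = DMSO; lower means less RPL19A-GFP as with rapamycin TOR inhibition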
GRK2 aptamer HTS: human GRK2 inhibition via aptamer displacement; bead flow cytometry, FAM-aptamer displacement from GRK2; inhibition of aptamer binding, % at 10 µM; hit rate 0.59% among 330,000; AID 488847;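 active = inhibition of aptamer binding above 40%, roughly 3 SD of noise, on plates passing a quality check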;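 also: median bead fluorescence of bound FAM aptamer so fluorescent compounds give negative values; no value below 0 was filed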
MEP2 TOR yeast: modulators of TOR pathway MEP2-GFP in S. cerevisiae. GFP response vs DMSO, % at 10 µM. S. cerevisiae MEP2-GFP strain, flow cytometry GFP, 3 h; 100% = DMSO control level. hit rate 0.51% among 330,000. AID 2016;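 active = GFP response versus DMSO above a set limit, roughly screen mean plus 3 SD, cut at about 180% in these data; inconclusive = fewer than 70 cells counted for a yeast strain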;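 also: median GFP fluorescence of the barcode-gated MEP2-GFP cells per well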
AGP1 TOR yeast: alters AGP1-GFP fluorescence in TOR pathway yeast screen; S. cerevisiae AGP1-GFP multiplex flow cytometry, 3 h; GFP as percent of DMSO wells; GFP response vs DMSO, % at 10 µM; hit rate 0.02% among 320,000;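 active = GFP response relative to DMSO above a set limit, near screen average plus 3 SD, cut at about 150% in these data; inconclusive = fewer than 70 cells counted for the yeast strain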;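 also: median GFP channel fluorescence of the gated AGP1 strain per well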
JMJD2C inh: inhibitors of human GASC-1 (JMJD2C) demethylase; AID 2099; inhibition, % at 2.35 µM; hit rate 0.069% among 330,000; GST-JMJD2C(1-420) H3K9me3 demethylation, DELFIA europium;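 active = more than half of a compound's replicate wells show inhibition beyond 50%, single wells judged on their own value; inconclusive = some, but no more than half, of replicates pass 50% inhibition; inactive = no replicate passes 50% inhibition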;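 also: signal counts dimethyl H3K9 product captured on neutravidin plate; 0% = median of DMSO wells and 100% = 0.3 times that DMSO median; strong numbers were not always called active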
Target sequence (Q9H3R0 1-420 limits assumed): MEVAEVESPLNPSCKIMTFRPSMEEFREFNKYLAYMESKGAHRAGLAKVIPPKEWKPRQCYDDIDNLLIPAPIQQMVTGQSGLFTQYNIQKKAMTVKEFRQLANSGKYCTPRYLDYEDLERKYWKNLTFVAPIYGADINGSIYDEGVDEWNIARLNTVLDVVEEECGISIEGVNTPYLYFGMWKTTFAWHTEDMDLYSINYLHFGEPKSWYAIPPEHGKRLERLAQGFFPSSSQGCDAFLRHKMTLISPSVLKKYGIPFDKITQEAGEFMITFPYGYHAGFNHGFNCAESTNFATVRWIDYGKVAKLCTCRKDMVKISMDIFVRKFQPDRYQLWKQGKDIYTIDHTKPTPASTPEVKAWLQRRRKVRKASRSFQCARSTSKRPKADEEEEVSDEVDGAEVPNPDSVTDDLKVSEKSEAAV
LAP4 TOR yeast: yeast TOR pathway LAP4-GFP modulation; S. cerevisiae LAP4-GFP multiplex, flow cytometry GFP, 3 h; median GFP as percent of DMSO wells; GFP response vs DMSO, % at 10 µM; hit rate 0.34% among 320,000;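 active = GFP response vs DMSO above a set limit, about the screen mean plus 3 SD, cut at about 150% in these data; inconclusive = under 70 cell events counted for the yeast strain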
* hit, by the source's call; u = inconclusive; x = no result given; & = joins results of further samples.

SMILES | VLA-4 inh | CIT2-GFP yeast | RPL19A TOR yeast | GRK2 aptamer HTS | MEP2 TOR yeast | AGP1 TOR yeast | JMJD2C inh | LAP4 TOR yeast
N#Cc1c(N)oc(-c2ccc3c(c2)OCO3)c1-c1ccc2c(c1)OCO2 | -56 | 98 | 98 | 0 | 101 | 91 | 24 | 100
COc1ccc(S(=O)(=O)N2CCCCCC2)cc1N(C)S(=O)(=O)c1ccc(C)cc1 | 0 | 93 | 101 | 3 | 84 | 100 | 10 | 87
CCC(C)Sc1ccc([C@@H]2[C@@H]3C(=O)N(CC)C(=O)[C@@H]3[C@]3(C(=O)OC)CCCCN23)cc1OC (stereo partly drawn) | 0 | 98 | 100 | 0 | 101 | 97 | x | 96
CCCCCNC(=O)c1c[nH]c2ccc(S(=O)(=O)N3CCC4(CC3)OCCO4)cc2c1=O | -11 | 104 | 106 | 5 | 101 | 102 | -1 | 92
CC(C)(C)c1ccc(-c2nc3[nH]c(=O)cc(NC(=O)c4ccco4)n3n2)cc1 | 0 | 96 | 98 | 0 | 98 | 100 | u | 100
Cc1ccccc1S(=O)(=O)Nc1nc2ccccc2nc1NCCO | 1 | 98 | 98 | 1 | 99 | 101 | -4 | 119
O=C(COC(=O)Cc1ccsc1)Nc1ccc(Br)cc1F | 1 | 99 | 102 | 0 | 102 | 100 | -2 | 99
CC(=O)c1cccc(NC(=S)NC(=O)c2ccc(Cl)cc2)c1 | 6 | 97 | 104 | 0 | 108 | 100 | 1 | 113
CS(=O)(=O)c1ccc(-c2nnn(CC(=O)N3CCCCC3)n2)cc1 | 11 | 102 | 100 | 0 | 99 | 105 | -3 | 98
O=C(c1cccc2ccccc12)C1CCCN(C(=O)CCCn2cncn2)C1 (stereo not drawn) | 3 | 104 | 98 | 0 | 100 | 99 | 10 | 100
COc1ccc2[nH]c(C)c(CCN3C(=O)C4C5C=CC(C5)C4C3=O)c2c1 (stereo not drawn) | 5 | 106 | 100 | 0 | 105 | 108 | 3 | 102
N#C/C(=C\c1ccccc1)C(=O)N1CCC(C(N)=O)CC1 | 12 | 107 | 103 | 2 | 107 | 101 | 2 | 102
COCc1nnc(NC(=O)c2cc(Cl)ccc2OC)s1 | 11 | 95 | 102 | 1 | 102 | 101 | 5 | 106
CCn1c(=O)cc(SCC(=O)NCCCN2CCN(c3ccccc3F)CC2)c2ccccc21 | 5 | 90 | 99 | 0 | 108 | 85 | 3&-5 | 107
Cc1cc(C(=O)N=Nc2c(O)n(C(C)C)c3ccccc23)n[nH]1 | 6 | 90 | 104 | 0 | 101 | 84 | -14 | 95
COC(=O)COc1ccc(S(=O)(=O)NC2CCCCCC2)cc1 | 34 | 96 | 98 | 0 | 99 | 92 | -2 | 97
CCCCCCCC(=O)NNC(=O)CCC(=O)O | 12 | 103 | 89 | 1 | 96 | 86 | 20 | 95
Brc1ccccc1-c1nnc(COc2cccc3cccnc23)o1 | 0 | 96 | 104 | 0 | 104 | 101 | 0 | 106
CCOc1cccc(C(=O)Nc2cccnc2)c1 | 10 | 106 | 101 | 3 | 101 | 97 | 3 | 97
c1ccc(-c2c(-c3ccccc3)n(Cc3ccco3)c3ncnc(NCCCn4ccnc4)c23)cc1 | 2 | 97 | 92 | 0 | 112 | 97 | 0 | 112
COc1ccccc1NC(=O)c1ccccc1N(Cc1ccccc1)S(C)(=O)=O | 8 | 99 | 101 | 0 | 105 | 100 | 1 | 93
CCC(=O)Nc1ccccc1Oc1ccccc1 | 4 | x | 103 | 0 | 105 | 104 | 8 | 85
CC1(C)NC(=O)N(CCOCCOc2cccc(Oc3ccccc3)c2)C1=O | 0 | 98 | 100 | 0 | 101 | 106 | 79 | 99
CN(c1cccc(NC(=O)CN(c2ccc(F)cc2)S(C)(=O)=O)c1)S(C)(=O)=O | 0 | 92 | 100 | 3 | 67 | 79 | 9 | 100
Cc1cccc(C(=O)NCCN2CCOCC2)c1[N+](=O)[O-] | 24 | 98 | 99 | 0 | 102 | 94 | 9 | 93
(cont.)
SMILES | VLA-4 inh | CIT2-GFP yeast | RPL19A TOR yeast | GRK2 aptamer HTS | MEP2 TOR yeast | AGP1 TOR yeast | JMJD2C inh | LAP4 TOR yeast
COc1ccc(-c2[nH]ncc2CN2CCCCCCC2)c(OC)c1 | -1 | 106 | 101 | 0 | 103 | 110 | -12 | 98
CCC(=O)Nc1ccc(C(=O)NCCCn2ccnc2)cc1 | 2 | 104 | 107 | 0 | 111 | 104 | 7 | 103
COc1ccc2nc(SCC(=O)NCC(F)(F)F)[nH]c2c1 | -4 | 103 | 108 | 1 | 99 | 98 | 3 | 98
O=C(N/N=C/c1ccncc1)C1CC1C(=O)N/N=C/c1ccncc1 (stereo not drawn) | -14 | 100 | 101 | 0 | 99 | 94 | -14 | 85
O=C(Nc1cccc(S(=O)(=O)N2CCCCCC2)c1)C1CCN(C(=O)c2ccc(Cl)cc2)CC1 | -6 | 85 | 93 | 0 | 95 | 92 | -1 | 102
Cc1cc(N2C(=O)C(O)=C(C(=O)c3ccc(C)o3)C2c2ccc(OCc3ccccc3)cc2)no1 (stereo not drawn) | 0 | 91 | 97 | 6 | 96 | 92 | -8 | 102
O=C1COc2ccc(C(=O)COC(=O)Cc3ccc(Cl)cc3)cc2N1 | -2 | 105 | 100 | 0 | 99 | 105 | 6 | 122
C=CCOC(=O)/C(=C/c1ccco1)NC(=O)/C=C/c1ccccc1 | 8 | 95 | 103 | 1 | 110 | 99 | 3 | 103
COC(=O)c1c(NC(=O)CN2CCCc3ccccc32)sc(C)c1C | 5 | 93 | 106 | 0 | 96 | 92 | 4 | 85
CN1CCN(CC(=O)NN(Cc2ccccc2)c2ccccc2)CC1 | 2 | 97 | 96 | 2 | 103 | 103 | 6 | 111
Cn1c(=O)[nH]c(=O)c2c1nc(Br)n2CC(O)COc1ccc(Cl)cc1 (stereo not drawn) | -4 | 86 | 95 | 3 | 90 | 95 | 0 | 106
CCCc1nc2ccccc2[nH]1 | 1 | 108 | 102 | 0 | 109 | 109 | 7 | 85
COc1ccc(OC(=O)COc2ccc(Cl)cc2)cc1 | 7 | 98 | 106 | 3 | 98 | 101 | -3 | 81
CCCOc1ccc(C(=O)Nc2ccc(N(C)C)cc2)cc1 | 8 | 103 | 102 | 1 | 104 | 104 | 8 | 101
CCCCOC(=O)Cn1c(=N)n(CCC)c2ccccc21 | 11 | 106 | 101 | 0 | 103 | 101 | 19 | 103
O=C(CCC1CCCN(C(=O)c2ccc3c(c2)OCO3)C1)NCc1ccc(F)c(F)c1 (stereo not drawn) | 5 | 100 | 101 | 0 | 103 | 88 | 6 | 92
COC(=O)C1=C(C)N(CCc2c[nH]c3ccccc23)C(=O)C1 | 18 | 99 | 101 | 5 | 101 | 100 | -24 | 99
CN(c1ccccc1)S(=O)(=O)c1ccc2c(c1)OCCO2 | 25 | 89 | 102 | 1 | 101 | 94 | 1 | 96
Cc1ccc(OCCCCN2CCCCC2)cc1 | 6 | 109 | 100 | 0 | 108 | 99 | 1 | 100
COc1ccc2cc(/C=N/NC(=O)CSCc3ccc([N+](=O)[O-])cc3)c(Cl)nc2c1 | -29 | 100 | 101 | 0 | 99 | 107 | 1 | 94
N/N=C(\c1ccccc1)c1cc(Cl)ccc1N | 11 | 103 | 103 | 2 | 107 | 103 | -1 | 99
COc1cc2c(cc1NC(=O)Cc1ccc(C)cc1)oc1ccccc12 | 5 | 102 | 103 | 0 | 103 | 105 | -8 | 97
COC(=O)c1nnn(-c2nonc2N)c1CSc1nnc(C)s1 | -3 | 101 | 94 | 4 | 111 | 91 | -9 | 101
O=C(CCl)Nc1ccc(S(=O)(=O)Nc2nccs2)cc1 | 13 | 101 | 96 | 5 | 102 | 100 | 12 | 101
CC1CCc2c(nc3ncnn3c2NCCN(C)C)C1 (stereo not drawn) | 3 | 95 | 95 | 0 | 95 | 97 | 7 | 92

Molecules from the list above that contain a nitro group on carbon (2):
SMILES | VLA-4 inh | CIT2-GFP yeast | RPL19A TOR yeast | GRK2 aptamer HTS | MEP2 TOR yeast | AGP1 TOR yeast | JMJD2C inh | LAP4 TOR yeast
Cc1cccc(C(=O)NCCN2CCOCC2)c1[N+](=O)[O-] | 24 | 98 | 99 | 0 | 102 | 94 | 9 | 93
COc1ccc2cc(/C=N/NC(=O)CSCc3ccc([N+](=O)[O-])cc3)c(Cl)nc2c1 | -29 | 100 | 101 | 0 | 99 | 107 | 1 | 94

Later entries.
SMILES | VLA-4 inh | CIT2-GFP yeast | RPL19A TOR yeast | GRK2 aptamer HTS | MEP2 TOR yeast | AGP1 TOR yeast | JMJD2C inh | LAP4 TOR yeast
COC(=O)CSc1snnc1-c1ccc(Cl)cc1Cl | -3 | 92 | 101 | 4 | 103 | 101 | -8 | 104
Cn1c(-c2cnn(-c3ccccc3)c2N)n[nH]c1=S | 12 | 109 | 102 | 0 | 104 | 110 | -10 | 101
CCC1(CC)NC(=O)N(CC(=O)OCC(=O)Nc2sccc2C#N)C1=O | 2 | 107 | 104 | 1 | 106 | 101 | 14 | 96
Cc1ccc(CCNC(=O)CCSCc2ccc(Cl)cc2)cc1 | 3 | 103 | 107 | 0 | 154 | 115 | 2 | 120
O=C(/C=C/c1ccccc1)N1CCN(CC(O)COc2ccccc2)CC1 (stereo not drawn) | 5 | 110 | 104 | 0 | 109 | 106 | 2 | 100
Cc1ccc(NC(=O)NNC(=O)CN2C(=O)COc3ccccc32)cc1 | 7 | 106 | 100 | 0 | 102 | 100 | 3 | 96
Cn1nnnc1SCC(=O)NC(C)(C)C | -2 | 94 | 98 | 4 | 91 | 87 | x | 88
CS(=O)(=O)N(Cc1ccccc1)c1ccc(C(=O)NN=C2CCCCCC2)cc1 | 11 | 102 | 101 | 0 | 100 | 103 | 15 | 97
O=C1c2oc3ccccc3c(=O)c2C(c2cccc(O)c2)N1CCCN1CCOCC1 (stereo not drawn) | -1 | 101 | 100 | 2 | 98 | 103 | -11 | 101

As a working copy, seven of the compounds above:
SMILES | VLA-4 inh | CIT2-GFP yeast | RPL19A TOR yeast | GRK2 aptamer HTS | MEP2 TOR yeast | AGP1 TOR yeast | JMJD2C inh | LAP4 TOR yeast
CC1CCc2c(nc3ncnn3c2NCCN(C)C)C1 (stereo not drawn) | 3 | 95 | 95 | 0 | 95 | 97 | 7 | 92
COC(=O)CSc1snnc1-c1ccc(Cl)cc1Cl | -3 | 92 | 101 | 4 | 103 | 101 | -8 | 104
Cn1c(-c2cnn(-c3ccccc3)c2N)n[nH]c1=S | 12 | 109 | 102 | 0 | 104 | 110 | -10 | 101
CCC1(CC)NC(=O)N(CC(=O)OCC(=O)Nc2sccc2C#N)C1=O | 2 | 107 | 104 | 1 | 106 | 101 | 14 | 96
Cc1ccc(CCNC(=O)CCSCc2ccc(Cl)cc2)cc1 | 3 | 103 | 107 | 0 | 154 | 115 | 2 | 120
O=C(/C=C/c1ccccc1)N1CCN(CC(O)COc2ccccc2)CC1 (stereo not drawn) | 5 | 110 | 104 | 0 | 109 | 106 | 2 | 100
Cc1ccc(NC(=O)NNC(=O)CN2C(=O)COc3ccccc32)cc1 | 7 | 106 | 100 | 0 | 102 | 100 | 3 | 96
